ARFGAP1 inh: inhibits rat ARF GTPase activating protein 1 | Arfgap1-stimulated ARF1 GTP hydrolysis, GDP FP detection | 360,000 tested, 0.26% active | inhibition, % at 16.5 µM | Q62848 | AID 651572;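 active = inhibition above a per-plate limit, mean inhibition of low control wells plus 3 SD, cut at about 25% in these data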;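 note: 0% = DMSO wells with enzyme and 100% = wells lacking Arfgap1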
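system = rat Arfgap1 catalytic domain, aa 1-136 | technique = FP, GDP Alexa 633 tracer displaced from anti-GDP antibody, 620/688 nm | compound = one concentration, 16.5 µM, DMSO 1.26% | medium = HEPES-based buffer, pH 7.5 | timing = compound-enzyme preincubation 20 min, reaction 120 min, detection 60 min, 25 °C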
GC-B act: GC-B (human) receptor activation | P20594 | HEK293-GC-B cells, CNP EC30, cGMP TR-FRET; 0% at EC30 CNP, 100% saturating CNP | activation, % at 10 µM | 370,000 tested, 0.11% active | AID 1920062;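 active = activation at 10 µM reaching about 35% in either raw or pattern-adjusted values, limit read from the data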
ADAM10 inh: inhibits human ADAM10 | inhibition, % at 7 µM | O14672 | 370,000 tested, 0.62% active | recombinant ADAM10, EDANS/DABCYL FRET peptide cleavage, 3 h;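 active = inhibition above a per-campaign cutoff equal to the mean of compounds falling between control-based bounds plus 3 SD, cut at about 20% in these data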;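 note: 0% = DMSO wells while the 100% control is not disclosed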
FXN GAA850 act: increases GAA850 frataxin promoter reporter activity. 360,000 tested, 0.56% active. activation, % at 6 µM. AID 540364. HEK293 lucGAA850 FXN promoter luciferase reporter, 24 h; percent of 10 µM SAHA response;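 active = activation above the average of all compounds screened plus 3 SD, cutoff fixed separately per campaign, cut at about 7.5% in these data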;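 note: 0% = DMSO wells and 100% = 10 µM SAHA wells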
DDE Tn6 FP inh: DD(E)-Tn6 binding inhibition, primary FP screen; Fibrin DD(E) TRITC-Tn6 fluorescence polarization displacement; inhibition, % at 8.3 µM; 370,000 tested, 0.21% active;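 active = inhibition above a per-campaign cutoff: mean of compounds within control limits plus 3 SD, cut at about 15% in these data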;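 note: 0% = median of all compound wells on the plate and 100% = blocking peptide control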
rCAG RNA binder: r(CAG) repeat RNA binding; TO-PRO-1 dye displacement fluorescence; inhibition, % at 3 µM; 370,000 tested, 1.3% active;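 active = inhibition above the plate cutoff, the mean of all test compounds on that plate plus 3 SD, cut at about 35% in these data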;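 note: 0% = DMSO alone and 100% = 100 µM mitoxantrone as full dye displacement; higher means more dye released from RNA so lower well fluorescence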
sPLA2-III inh: Blocks human group III sPLA2 activity; 370,000 tested, 0.56% active; QFRET BODIPY PC-A2 liposome hydrolysis, fluorescence; Q9NZ20; inhibition, % at 12.2 µM;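 active = inhibition above mean plus 3 SD of compounds lying within the high and low control bounds, cut at about 19% in these data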;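 note: 0% = median of test compound wells and 100% = no enzyme DMSO wells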
ASAP1 inh: blocks human ASAP1-stimulated Arf1 GTP hydrolysis | AID 624377 | 360,000 tested, 0.19% active | inhibition, % at 16.5 µM | Q9ULH1 | GDP FP detection; in the data active = inhibition above about 25%;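 note: 0% = vehicle with enzyme and substrate and 100% = no enzyme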
proKLK7 act: proKLK7 (human) activation, primary screen; purified proKLK7, EDANS-DABCYL substrate fluorescence; 100% is mature enzyme control, 0% vehicle; 370,000 tested, 0.9% active; P49862; activation, % at 7 µM; AID 652039;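 active = activation above the mean of all tested compounds plus 3 SD, computed per campaign excluding outliers beyond control limits, cut at about 13% in these data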
GC-A act: GC-A (human) enzyme activation | HEK293 GC-A cells, cGMP TR-FRET, EC30 ANP; 0% at EC30 ANP, 100% saturating ANP | activation, % at 10 µM | 370,000 tested, 0.14% active | AID 1671463; in the data active = activation above about 40%
Target sequence (P16066 whole entry, looked up): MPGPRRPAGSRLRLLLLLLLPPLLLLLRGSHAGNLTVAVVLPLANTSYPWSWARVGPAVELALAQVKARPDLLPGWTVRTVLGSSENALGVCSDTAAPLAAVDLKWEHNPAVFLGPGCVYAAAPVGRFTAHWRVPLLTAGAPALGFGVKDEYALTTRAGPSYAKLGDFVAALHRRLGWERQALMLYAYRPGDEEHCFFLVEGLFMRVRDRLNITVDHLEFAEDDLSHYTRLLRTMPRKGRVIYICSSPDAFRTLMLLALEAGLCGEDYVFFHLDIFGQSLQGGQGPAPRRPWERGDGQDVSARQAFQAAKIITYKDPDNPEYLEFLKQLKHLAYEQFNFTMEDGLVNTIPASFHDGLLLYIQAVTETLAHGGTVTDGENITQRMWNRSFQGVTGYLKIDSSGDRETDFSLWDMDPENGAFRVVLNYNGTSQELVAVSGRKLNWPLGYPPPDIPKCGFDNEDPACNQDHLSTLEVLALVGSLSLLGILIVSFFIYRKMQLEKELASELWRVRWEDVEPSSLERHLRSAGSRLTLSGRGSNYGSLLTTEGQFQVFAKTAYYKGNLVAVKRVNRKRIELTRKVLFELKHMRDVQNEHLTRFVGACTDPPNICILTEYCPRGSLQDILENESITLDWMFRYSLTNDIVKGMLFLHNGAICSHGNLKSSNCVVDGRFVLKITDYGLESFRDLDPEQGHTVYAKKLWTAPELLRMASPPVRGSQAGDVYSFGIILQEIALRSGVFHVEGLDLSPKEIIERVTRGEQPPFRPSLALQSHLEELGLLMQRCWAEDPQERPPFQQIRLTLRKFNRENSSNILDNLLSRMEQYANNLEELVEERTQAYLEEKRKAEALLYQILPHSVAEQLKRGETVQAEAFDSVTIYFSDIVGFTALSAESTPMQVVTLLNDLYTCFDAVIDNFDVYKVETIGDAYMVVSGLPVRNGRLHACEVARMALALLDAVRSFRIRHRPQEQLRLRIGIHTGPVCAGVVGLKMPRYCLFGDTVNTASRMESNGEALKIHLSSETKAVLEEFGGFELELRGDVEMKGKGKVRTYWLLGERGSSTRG
* hit, by the source's call; i = inactive; nt = not tested or not shown.

SMILES	ARFGAP1 inh	GC-B act	ADAM10 inh	FXN GAA850 act	DDE Tn6 FP inh	rCAG RNA binder	sPLA2-III inh	ASAP1 inh	proKLK7 act	GC-A act
O=C(COC(=O)c1ccc(S(=O)(=O)NCc2ccco2)cc1)Nc1ccc(OC(F)F)cc1	3	-5	7	-0.8	7	8	-15	6	0.1	0
CC(CCN1CCC(C(O)(c2ccccc2)c2ccccc2)CC1)Oc1cccc(Br)c1 (stereo not given)	nt	-7	12	nt	0	5	-23	nt	0.6	-18
Cc1ccc(C)c(S(=O)(=O)N2CCN(C(=O)[C@@H]3CCCN3C(=O)c3cccs3)CC2)c1	0	2	1	0.2	-13	0	-2	-4	0.4	2
O=C(Cn1ncc(Cl)c(Cl)c1=O)N1CCc2ccccc21	-5	17	6	-12	-3	5	-4	-3	0.3	36
CN1/C(=C\C(=O)c2cccc([N+](=O)[O-])c2)Sc2ccccc21	-5	3	0	3.0	11	5	2	1	0.4	-4
CCOC(=O)C1(C)CCCN(C(=O)c2cc(F)ccc2C)C1 (stereo not given)	8	0	-3	-2.0	-3	0	-2	6	0.0	-2
C=CCn1c(SCC(=O)C(C)(C)C)nnc1-c1cccs1	1	-1	2	0.7	-4	-4	-4	5	-0.6	0
COc1ccc(/C=C/C(=O)NCCc2nc3ccccc3[nH]2)cc1	3	-3	3	0.5	2	-1	-7	6	0.4	0
COc1ccc(S(=O)(=O)N2CCCC(C(=O)NCC3CCCO3)C2)cc1OC (stereo not given)	-7	-3	-2	1.4	-3	-2	2	-6	-0.1	7
CC(=O)C1=NOC(CNC(=O)c2c(-c3ccccc3Cl)noc2C)C1 (stereo not given)	-2	-3	9	0.1	5	-1	3	4	-0.2	2
O=C(CSc1nc(=O)n(CCCN2CCOCC2)c2c1CCCC2)Nc1ccc(F)cc1	0	0	4	0.2	-3	-5	-1	-3	0.3	-2
O=c1c(Br)c(N2CCOCC2)cnn1-c1ccccc1	7	-1	4	3.0	2	-2	0	1	0.5	0
Cc1ccc(CNC(=O)COC(=O)c2cnc(C)cn2)cc1	-3	0	-7	1.9	-1	0	7	-11	0.0	1
CCCc1nc2ccc(C(=O)OC)cn2c1Cc1ccccc1C(F)(F)F	7	3	-28	nt	-3	2	1	1	-1.1	6
COC(=O)c1ccc(NC(=O)c2snnc2-c2ccccc2)cc1	5	-8	-3	-2.2	-1	-2	-2	7	-0.1	0

The last five entries of the part before come first, to join the parts:
SMILES	ARFGAP1 inh	GC-B act	ADAM10 inh	FXN GAA850 act	DDE Tn6 FP inh	rCAG RNA binder	sPLA2-III inh	ASAP1 inh	proKLK7 act	GC-A act
O=C(CSc1nc(=O)n(CCCN2CCOCC2)c2c1CCCC2)Nc1ccc(F)cc1	0	0	4	0.2	-3	-5	-1	-3	0.3	-2
O=c1c(Br)c(N2CCOCC2)cnn1-c1ccccc1	7	-1	4	3.0	2	-2	0	1	0.5	0
Cc1ccc(CNC(=O)COC(=O)c2cnc(C)cn2)cc1	-3	0	-7	1.9	-1	0	7	-11	0.0	1
CCCc1nc2ccc(C(=O)OC)cn2c1Cc1ccccc1C(F)(F)F	7	3	-28	nt	-3	2	1	1	-1.1	6
COC(=O)c1ccc(NC(=O)c2snnc2-c2ccccc2)cc1	5	-8	-3	-2.2	-1	-2	-2	7	-0.1	0
Cc1cccc(C)c1NC(=O)CCCCCC1NC(=O)NC1C (stereo not given)	4	0	-5	1.4	3	-1	-5	10	0.2	3
COc1ccc(C(=O)CSc2ccc3nnc(-c4cccnc4)n3n2)cc1	-3	3	2	-0.2	2	3	3	-10	0.2	-4
CN(C(=O)[C@@H](Cc1ccccc1)NC(=O)[C@H]1O[C@@H](n2cnc3c(=O)[nH]c(N)nc32)[C@H](O)[C@@H]1O)C1CCCCC1	-2	4	-10	nt	-3	8	-1	-10	0.5	3
C/C(N)=C(/C#N)C(=O)CSc1nc2ccc(C)cc2[nH]1	3	1	-13	4.4	-6	4	-3	8	2.8	4
O=C(NCCOc1ccccc1F)Nc1ccc(Br)cc1	7	-7	-6	4.7	-11	5	-1	10	0.1	3
Cc1oc(-c2ccccc2Cl)nc1CS(=O)(=O)CC(=O)NC1CCCC1	4	-5	-2	0.8	9	2	-5	-1	-0.7	-5
O=c1[nH]c(=O)c2nc3ccccc3nc2[nH]1	11	-3	-22	-0.5	-2	0	0	1	-1.4	1
CC(=O)c1cc2c(cc1NC(=O)CN1CCCCCCC1)OCO2	-2	7	-20	-1.0	-6	-8	3	-9	1.1	-2
Clc1ccc(NCc2nnc3n2CCCCC3)cc1	8	-1	-16	-1.7	-4	4	-2	0	-0.3	-3
Cc1cnc(NC2=NCCC2)s1	12	4	2	4.2	3	2	3	9	0.5	6
COc1ccc(-c2cc(-c3ccccc3)nc(-c3ccc4c(c3)NC(=O)CO4)c2)cc1	7	2	1	1.8	-4	5	-1	3	-0.3	1
O=C(Nc1nnc(-c2ccc(F)cc2)s1)c1ccco1	-9	-2	14	2.0	7	3	0	3	-0.8	-1
Cc1c(-c2cc(C(=O)O)c3ccccc3n2)cnn1C	6	0	i	1.1	1	1	5	-7	9.7	6
O=C(CCCCCBr)N1CCC(CC2CC(c3ccc(Cl)cc3)=NO2)(C(=O)NCC2CCCCC2)CC1 (stereo not given)	-11	-2	-2	0.7	-7	-1	-13	-9	0.3	-2
COc1cc(CN2CCNC(=O)C2CC(=O)N2CCCO2)cc(OC)c1 (stereo not given)	7	5	-23	3.3	-1	1	1	-5	-0.2	2
O=C(COc1ccc(NC(=O)c2ccccc2)cc1)c1ccccc1	10	-8	-3	0.5	-5	-2	-5	6	0.2	-2
Cc1ccc(-n2c(Cl)c(Cl)[nH]c(=O)c2=O)cc1	13	-3	-5	-2.0	9	2	1	9	-0.1	4
CCCCn1nc(C(=O)O)ccc1=O	4	-3	-4	-1.1	11	-3	0	1	0.2	2
Cc1cccc(C)c1NC(=O)C1c2ccccc2OCC(=O)N1CCc1c[nH]c2ccccc12 (stereo not given)	-9	1	-10	nt	-3	4	-76	-3	0.2	0
Cc1ccc(C(=O)CSc2ncn[nH]2)cc1	7	-2	-1	-0.8	6	-3	-17	2	0.4	1
COc1cc(O)c(C(CCN2CCN(c3ccccc3)CC2)c2ccc3c(c2)OCO3)c(OC)c1 (stereo not given)	6	-13	24*	-3.4	-2	-1	-3	2	0.3	-6
CCCCOc1ccc(C(=O)NC(=S)Nc2ccc(CN3CCOCC3)cc2)cc1	15	-6	-2	-1.9	6	-1	1	-3	0.1	-8
C=CCc1c(OC(C)=O)c2ccccc2n(C)c1=O	9	6	-16	-4.7	6	-2	-1	-7	0.4	-2
CC(C)(C)c1csc(NC(=O)CCS(=O)(=O)c2ccc(F)cc2)n1	14	0	-13	4.8	2	0	7	-10	-0.9	-1
COc1ccc(C)cc1S(=O)(=O)N1CCN(C(=O)c2ncoc2-c2ccc(C)cc2)CC1	4	4	0	2.2	3	7	-7	8	0.8	1
C1CCN2CC3CC(CN4CCCC[C@@H]34)[C@H]2C1	-8	1	-9	0.2	-1	0	6	-14	0.5	3
C#CCOCCOCCOCCNc1nc(N2CCN(C(=O)[C@H](CCCN=C(N)N)n3cc(C(N)[C@H](C)CC)nn3)CC2)nc(N2CCN(C(=O)[C@H](CC(N)=O)n3cc(C(N)[C@@H](C)CC)nn3)CC2)n1 (stereo not given in full)	-18	-1	1	-2.0	7	10	1	7	-0.4	5
CC(=O)Nc1ccc(S(=O)(=O)NC(CC(=O)NCCc2ccccc2)C(C)C)cc1 (stereo not given)	6	-1	5	0.8	-4	-3	7	17	0.0	-5
COc1ccc(N2CCN(C(c3ccccc3OC)c3nnnn3Cc3ccco3)CC2)cc1 (stereo not given)	6	-3	2	0.2	-1	-7	-1	4	0.7	-3
CCN1CCCC1CNC(=O)CN1C(=O)COc2ccc(C)cc21 (stereo not given)	-3	2	-12	-3.6	3	1	1	-4	-0.6	-2
COc1ccccc1N1CCN(c2nccc(C)n2)CC1	7	-3	-1	1.7	1	-6	-1	-15	0.3	1
O=C(Nc1ccccc1OC(F)(F)F)c1ccc([N+](=O)[O-])cc1	1	4	1	2.5	1	-1	2	-12	-0.1	6
C[C@H](CO)N1C[C@H](C)[C@@H](CN(C)C(=O)Nc2ccc(C(F)(F)F)cc2)Oc2ccc(NS(=O)(=O)c3cn(C)cn3)cc2C1=O	6	2	-4	3.4	2	-2	-10	17	-1.0	0
CC1Cc2ccccc2N1c1ncnc(N)c1[N+](=O)[O-] (stereo not given)	11	2	5	-11	-9	0	16	13	-0.5	3
CC(=O)c1c(C)nc(-c2ccccc2)nc1NC(=O)C(C)C	-4	4	9	-0.5	5	-1	0	-3	0.6	3
Cc1ccc(-n2c(CCc3ccccc3)n[nH]c2=S)cc1C	10	-4	4	0.2	-5	-2	17	5	0.3	-6
CCOc1ccccc1NC(=O)CSc1nnc(-c2ccccc2Cl)n1Cc1ccco1	9	-7	10	1.5	13	-7	-10	2	1.3	-5
Cc1ccc(C(=O)/C=C/NNC(=O)c2ccccc2O)cc1	6	-6	6	2.5	-5	9	-37	-5	0.8	0
CCOC(=O)C1(Cc2ccc(O)cc2)NC(c2ccccc2F)C2C(=O)N(C)C(=O)C21 (stereo not given)	-10	-2	0	-0.3	11	-4	-8	-1	-0.3	-8
CC(C)C1Oc2ccccc2N(CC(=O)N(Cc2ccccn2)CC2CCCO2)C1=O (stereo not given)	-7	-2	4	-1.9	4	-6	-1	-6	0.3	-2
CCOc1ccc(/C=C2/C(=N)N3OC(C)=CC3=NC2=O)cc1OC	-12	-3	5	1.3	2	5	-1	-3	0.1	0
NC(Cc1ccccc1)C(=O)N1CCCCC1 (stereo not given)	9	0	-6	1.1	3	1	-1	7	-0.7	1
Cc1cc(=O)n2nc(N3CCCC(C(=O)NCCCN4CC(C)CC(C)C4)C3)sc2n1 (stereo not given)	-16	0	-1	0.3	2	-1	0	-6	0.0	6
Cc1ccc(C(=O)N2CCC(Oc3cccnc3)CC2)c(C)c1	nt	6	2	nt	-8	-1	1	nt	0.1	3
COc1ccc(CCNC(=O)[C@H](CCSC)NC(=O)N2CCn3c2nc2ccccc23)cc1OC	3	-4	-7	-0.7	-4	-4	1	-8	-0.3	-3
Cc1ccc(C)n1NC(=O)c1ccc(O)cc1	1	2	4	-0.6	-1	13	-5	13	-0.3	-1
CCOC(=O)C1C(=O)CC(C)(O)C(C(=O)OCC)C1/C=C/c1ccccc1 (stereo not given)	16	-1	-8	-0.9	4	-2	9	2	0.1	-5
O=[N+]([O-])c1ccc(N=Nc2c(O)[nH]c3ccc(F)cc23)cc1	4	-10	-3	5.1	-1	7	15	10	0.1	5
O=C(Nc1ccccn1)C1CCCN(c2ncnc3c2nc2n3CCCCC2)C1 (stereo not given)	-1	-2	-2	-0.3	1	-7	6	2	0.1	-9
Cc1ccc(NC(=O)COC(=O)Cc2c(F)cccc2Cl)cc1S(=O)(=O)N1CCOCC1	0	0	0	0.4	3	5	-22	-4	0.9	3

Screens (PubChem BioAssay)
